D1 agonist: human D1 receptor agonism | P21728 | HEK293 T-REx D1 cells, calcium flux, agonist mode | activation, % at 2 µM | actives 1% (n = 360,000); in the data active = activation above about 30%; also: 0% is about no effect
Target sequence (P21728 whole entry, looked up): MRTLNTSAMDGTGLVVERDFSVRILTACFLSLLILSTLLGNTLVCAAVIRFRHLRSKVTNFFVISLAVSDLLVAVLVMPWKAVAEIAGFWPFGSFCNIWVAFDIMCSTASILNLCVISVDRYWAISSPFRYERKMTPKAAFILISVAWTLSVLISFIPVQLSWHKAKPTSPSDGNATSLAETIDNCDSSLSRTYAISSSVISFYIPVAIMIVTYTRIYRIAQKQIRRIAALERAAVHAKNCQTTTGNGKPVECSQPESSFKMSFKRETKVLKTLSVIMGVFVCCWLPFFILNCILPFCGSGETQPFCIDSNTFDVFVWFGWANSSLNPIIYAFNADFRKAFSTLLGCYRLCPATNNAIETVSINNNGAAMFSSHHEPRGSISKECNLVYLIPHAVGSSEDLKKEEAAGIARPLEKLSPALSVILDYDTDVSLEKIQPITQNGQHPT
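Inducible HEK293 T-REx D1 cells, force-coupled to calcium signalling, were plated at 4000 cells/well with tetracycline and held overnight at 30 C. After no-wash calcium dye loading, compound-evoked calcium rise over 180 s flagged agonists.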
Vif-APOBEC3F blk: inhibitors of Vif-A3F interaction; actives 0.2% (n = 390,000); Potency, µM (doses to about 46.1 µM), inactives show top-dose activity, negative = active; HeLa A3F-eYFP + Vif (tagged APOBEC3F with the HIV-1 protein that degrades it), YFP fluorescence increase; also: potency is read from the fitted curve at half-maximal effect; % of control where 0% means no effect; nearly all actives have a fitted effect of over 65% in size
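Fluorescence increase (Ex 488/Em 500-530) after overnight compound treatment at 37 deg C flags inhibition of Vif-driven A3F-eYFP loss in stable HeLa A3F-eYFP/Vif cells seeded overnight beforehand.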
D1 antagonist: blocks dopamine activation of the human D1 receptor | activity change, negative = inhibition, % at 10 µM | HEK293 TREx D1 cells, calcium flux, dopamine EC80; active compounds read low | actives 3.2% (n = 360,000); in the data active = activity change below about -30%; also: % is scaled to controls: 0 for no effect and ±100 for the full control effect
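HEK293 T-REx cells expressing inducible, force-coupled D1 receptor; no-wash Ca dye, 30–90 min RT. Cmpd → 180 s read at 1 Hz → EC80 DA → 180 s read.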
RXFP1 antagonist: RXFP1 (human) relaxin receptor antagonism. actives 0.59% (n = 350,000). AID 1259400. Q9HBX9. HEK293-RXFP1, relaxin-stimulated cAMP HTRF, 30 min; active compounds read low. activity change, negative = inhibition, % at 57.5 µM;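 active = activity change of -60% or lower, but not beyond a set lower limit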; also: % is scaled to controls: 0 for no effect and ±100 for the full control effect
RXFP1 agonist: agonists of human relaxin receptor RXFP1; HEK293T-RXFP1 cAMP TR-FRET, 30 min; response scale: percent of porcine relaxin response, buffer zero; Potency, µM (doses to about 57.5 µM), inactives show at the highest dose activation, actives largely listed as activators; actives 0.3% (n = 370,000); AID 2676; also: potency is read from the fitted curve at half-maximal effect; % is scaled to controls: 0 for no effect and ±100 for the full control effect; nearly all actives have a fitted effect of over 60% in size; many of its hits are not listed in these tables
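HEK293 cells stably expressing RXFP1, treated 30 min at 37C with compounds plus PDE4 inhibitor Ro 20174; cAMP measured by HTRF TR-FRET. Normalized to buffer and 29 nM porcine relaxin; EC50 by Hill fit.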
D2 PAM: positively modulates the human D2 dopamine receptor allosterically | potentiation, % at 10 µM | actives 0.34% (n = 340,000) | HEK293 T-REx D2, calcium flux, EC20 dopamine potentiation;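 active = potentiation over 3 SD above the plate norm, cut at about 30% in these data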; also: 0% is about no effect
Target sequence (P14416 whole entry, looked up): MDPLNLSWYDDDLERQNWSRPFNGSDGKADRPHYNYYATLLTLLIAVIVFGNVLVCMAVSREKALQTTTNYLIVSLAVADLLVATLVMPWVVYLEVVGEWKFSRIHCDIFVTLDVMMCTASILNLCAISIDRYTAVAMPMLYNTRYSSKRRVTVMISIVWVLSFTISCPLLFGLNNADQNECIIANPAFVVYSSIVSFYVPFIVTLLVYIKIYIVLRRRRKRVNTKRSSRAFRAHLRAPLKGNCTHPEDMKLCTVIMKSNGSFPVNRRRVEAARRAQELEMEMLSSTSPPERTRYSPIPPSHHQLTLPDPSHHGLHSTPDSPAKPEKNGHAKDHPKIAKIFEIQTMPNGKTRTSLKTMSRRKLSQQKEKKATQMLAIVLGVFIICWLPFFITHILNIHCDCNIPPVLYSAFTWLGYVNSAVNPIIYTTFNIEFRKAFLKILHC
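Calcium flux readout, no-wash dye, 1 read/s. Inducible HEK293 Trex D2 line, overnight 30 C. Compound alone 180 s (agonist flags), then EC20 dopamine, another 180 s to score potentiation.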
D1 PAM: potentiators of human D1 dopamine receptor. P21728. HEK293 TREx D1 cells, calcium flux, dopamine EC20 potentiation. potentiation, % at 10 µM. actives 0.036% (n = 360,000); in the data active = potentiation above about 30%; also: 0% is about no effect
Vif-APOBEC3G blk: inhibitors of Vif-APOBEC3G interaction; Q9HC16; HeLa A3G-eYFP + Vif (tagged APOBEC3G with the HIV-1 protein that degrades it), YFP fluorescence, overnight; Potency, µM (series often up to 46.1 µM), inactives show top-dose activity, negative = active, most hits filed as inhibitors; actives 0.076% (n = 410,000);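 also: potency is read from the fitted curve at half-maximal effect; % is scaled to controls: 0 for no effect and ±100 for the full control effect; nearly all actives have a fitted effect of over 60% in size; hits raise eYFP signal because A3G escapes Vif-driven loss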
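HeLa cells stably expressing Vif and C-terminally eYFP-tagged A3G, seeded overnight at 37 deg C, then exposed to compound by pintool overnight at 37 deg C. Rise in yellow fluorescence (Ex 488/Em 500-530, Acumen) marks blocked Vif-driven A3G degradation.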
Glioma ERSR ind: inducers of ER stress response in human glioma cells. U87-MG GRP78 promoter luciferase reporter, 16 h. Potency, µM, inactives show at the top dose activation, actives largely listed as activators. actives 0.02% (n = 420,000). AID 602332; also: potency is read from the fitted curve at half-maximal effect; series mostly up to about 76 µM; % of control where 0% means no effect; nearly all actives have a fitted effect of over 35% in size
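ERSR induction read as luciferase luminescence (Bright-Glo, 10 min at room temperature) in stably transfected human U87-MG glioma cells exposed to compounds for 16 h, using GRP78 as sensor.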
* marks the source's active call; other numbers are inactive results. Unless noted, calls follow the shape of the dose curve; as a rule, active = well fitted curve in the direction sought with a large enough effect; inconclusive = small, poorly fitted or top-dose-only effect, or another doubt; inactive = no such curve, though single readings can be large; an effect the other way counts as inactive or inconclusive. Some of the compounds tested; count on the stated rates, not on these rows.

Screening NC(=O)[C@H]1CC2(CC(c3cccc(NC(=O)COc4ccc(Cl)cc4)c3)=NO2)CN1C(=O)c1ccccc1C(=O)c1ccccc1 (stereo not given in full) returned D1 agonist 11, Vif-APOBEC3F blk -1%, D1 antagonist 29, RXFP1 agonist 0.0%, D1 PAM -3, Vif-APOBEC3G blk -4% and Glioma ERSR ind -1%.
For COc1cc(C(=O)Nc2ccc3[nH]c(=O)sc3c2)cc(OC)c1OC the results were D1 agonist 1, Vif-APOBEC3F blk -1%, D1 antagonist 18, RXFP1 agonist 6.4%, D2 PAM 9, D1 PAM 0, Vif-APOBEC3G blk -6% and Glioma ERSR ind 6%.
For CNC(=O)N1c2ccccc2C=Cc2ccccc21 the results were D1 agonist 1, Vif-APOBEC3F blk 1%, D1 antagonist 0, RXFP1 antagonist -5, RXFP1 agonist -0.2%, D2 PAM 8, D1 PAM -1, Vif-APOBEC3G blk 4% and Glioma ERSR ind -1%.
O=C(Nc1ncccc1O)c1ccc(S(=O)(=O)N2CCCC2)cc1 was read as D1 agonist 4, Vif-APOBEC3F blk -3%, D1 antagonist -3, RXFP1 antagonist -12, RXFP1 agonist 0.6%, D2 PAM -9, D1 PAM -9, Vif-APOBEC3G blk 3% and Glioma ERSR ind 15%.
CN(CC(=O)Nc1cccc(F)c1)C(=O)CCC1CCCCC1 was read as D1 agonist 0, Vif-APOBEC3F blk -20%, D1 antagonist 13, RXFP1 antagonist 4, RXFP1 agonist 0.6%, D2 PAM -11, D1 PAM -3, Vif-APOBEC3G blk 1% and Glioma ERSR ind -1%.
Screening Cc1nc2cc(NC(=O)N3CCC(c4ccccc4)C3)ccc2n1C (stereo not given) returned D1 agonist -1, Vif-APOBEC3F blk -4%, D1 antagonist 21, RXFP1 antagonist -9, RXFP1 agonist 0.6%, D2 PAM 10, D1 PAM 2, Vif-APOBEC3G blk 0% and Glioma ERSR ind 5%.
CCC(CC)NC(=O)Cc1ccc(S(=O)(=O)N2CCOCC2)s1 was read as D1 agonist 2, Vif-APOBEC3F blk 2%, D1 antagonist -7, RXFP1 antagonist -7, RXFP1 agonist 1.8%, D2 PAM -6, D1 PAM -2, Vif-APOBEC3G blk -1% and Glioma ERSR ind -3%.
Screening COc1ccccc1CCNC(=O)CCCn1c(=O)c2cccn2c2cccnc21 returned D1 agonist -2, D1 antagonist -8, RXFP1 antagonist -7, RXFP1 agonist 27% and D1 PAM -2.
For CC(=O)Nc1ccccc1OCC(=O)NC(C)c1ccc(F)cc1 (stereo not given) the results were D1 agonist 4, Vif-APOBEC3F blk -6%, D1 antagonist -12, RXFP1 antagonist -5, RXFP1 agonist 0.4%, D2 PAM -2, D1 PAM -16, Vif-APOBEC3G blk 0% and Glioma ERSR ind -4%.
Screening COc1ccc(C(O)(C(=O)NNc2ccc(C)cc2)c2cccs2)cc1 (stereo not given) returned D1 agonist 1, D1 antagonist 6, RXFP1 antagonist -10, RXFP1 agonist 8.9%, D2 PAM 2, D1 PAM -1, Vif-APOBEC3G blk 3% and Glioma ERSR ind -1%.
Cc1ccc(O)c(NC(=O)/C=C/C(=O)O)c1 was read as D1 agonist 2, Vif-APOBEC3F blk -9%, D1 antagonist -17, RXFP1 antagonist -4, RXFP1 agonist -0.6%, D1 PAM -2, Vif-APOBEC3G blk -4% and Glioma ERSR ind -3%.
Screening C/C(=N\NC(=S)NCCc1ccccc1)c1ccc(O)cc1O returned D1 agonist 20, Vif-APOBEC3F blk 4%, D1 antagonist -39*, RXFP1 antagonist 18, RXFP1 agonist 1.6%, Vif-APOBEC3G blk -2% and Glioma ERSR ind 4%.
Screening O=C(c1ccc2c(c1)N(Cc1ccc(Cl)cc1)C(=O)c1ccccc1S2(=O)=O)N1CCCCC1 returned D1 agonist 8, Vif-APOBEC3F blk -1%, D1 antagonist 6, RXFP1 agonist -0.1%, D2 PAM -8, D1 PAM -2, Vif-APOBEC3G blk -8% and Glioma ERSR ind -3%.
`O=C(Cn1cc([N+](=O)[O-])cn1)NCc1ccccc1Cl` gave Vif-APOBEC3F blk 6%, RXFP1 antagonist 4, Vif-APOBEC3G blk -4% and Glioma ERSR ind -4%.
For COC(=O)c1oc2ccc(OC)cc2c1N the results were D1 agonist -3, Vif-APOBEC3F blk 0%, D1 antagonist -3, RXFP1 antagonist -13, RXFP1 agonist 1.8%, D2 PAM 18, D1 PAM 3, Vif-APOBEC3G blk -6% and Glioma ERSR ind 3%.

Molecules shown so far that have an aryl methoxy group:
For COc1cc(C(=O)Nc2ccc3[nH]c(=O)sc3c2)cc(OC)c1OC the results were D1 agonist 1, Vif-APOBEC3F blk -1%, D1 antagonist 18, RXFP1 agonist 6.4%, D2 PAM 9, D1 PAM 0, Vif-APOBEC3G blk -6% and Glioma ERSR ind 6%.
Screening COc1ccccc1CCNC(=O)CCCn1c(=O)c2cccn2c2cccnc21 returned D1 agonist -2, D1 antagonist -8, RXFP1 antagonist -7, RXFP1 agonist 27% and D1 PAM -2.
Screening COc1ccc(C(O)(C(=O)NNc2ccc(C)cc2)c2cccs2)cc1 (stereo not given) returned D1 agonist 1, D1 antagonist 6, RXFP1 antagonist -10, RXFP1 agonist 8.9%, D2 PAM 2, D1 PAM -1, Vif-APOBEC3G blk 3% and Glioma ERSR ind -1%.
For COC(=O)c1oc2ccc(OC)cc2c1N the results were D1 agonist -3, Vif-APOBEC3F blk 0%, D1 antagonist -3, RXFP1 antagonist -13, RXFP1 agonist 1.8%, D2 PAM 18, D1 PAM 3, Vif-APOBEC3G blk -6% and Glioma ERSR ind 3%.

Next part
`COCC1=C(C(=O)OC)C(c2cccs2)n2ncnc2N1` (stereo not given) gave D1 agonist 0, Vif-APOBEC3F blk -5%, D1 antagonist 2, RXFP1 antagonist 5, RXFP1 agonist -0.7%, D1 PAM -2, Vif-APOBEC3G blk -2% and Glioma ERSR ind -1%.
Screening CC(C(=O)NCC1CCCCC1)N(C)Cc1ccc(Br)cc1 (stereo not given) returned D1 agonist 0, Vif-APOBEC3F blk -14%, D1 antagonist -1, RXFP1 antagonist -12, RXFP1 agonist -2.4%, D2 PAM -7, D1 PAM 0, Vif-APOBEC3G blk 0% and Glioma ERSR ind -1%.
Cn1c(=O)c2cn(-c3ccc4c(c3)OCCO4)cc2n(C)c1=O was read as D1 agonist -1, Vif-APOBEC3F blk -25%, D1 antagonist -1, RXFP1 antagonist -13, RXFP1 agonist 8.4%, D2 PAM -12, D1 PAM 0, Vif-APOBEC3G blk -1% and Glioma ERSR ind 8%.
CC(NC(=O)C(=O)N/N=C/c1ccc(Cl)cc1)c1ccccc1 (stereo not given) was read as D1 agonist 1, Vif-APOBEC3F blk 8%, D1 antagonist 0, RXFP1 antagonist 4, RXFP1 agonist -1.4%, D2 PAM 4, D1 PAM -7, Vif-APOBEC3G blk 0% and Glioma ERSR ind -1%.
For CC(c1ccccc1)N(NC(=O)C(O)(c1ccccc1)c1ccccc1)C(=O)c1ccccc1 (stereo not given) the results were D1 agonist 4, Vif-APOBEC3F blk 3%, D1 antagonist 15, RXFP1 antagonist -27, RXFP1 agonist 0.6%, D2 PAM 9, D1 PAM 2, Vif-APOBEC3G blk -8% and Glioma ERSR ind -4%.
`CCN1CCN(CCCNC(=O)c2cc3c(=O)n(C)c4ccccc4c3s2)CC1` gave D1 agonist 3, Vif-APOBEC3F blk -13%, D1 antagonist 7, RXFP1 antagonist -14, RXFP1 agonist 9.5%, D2 PAM 8, D1 PAM -2, Vif-APOBEC3G blk 7% and Glioma ERSR ind -3%.
CCOC(=O)N(Cc1ccccc1)C1CC1 was read as Vif-APOBEC3F blk 0%, RXFP1 antagonist -14, Vif-APOBEC3G blk 0% and Glioma ERSR ind -3%.
Screening Cc1ccc(N2CC(C(=O)N3CCC(C(=O)Nc4nnc(C(C)(C)C)s4)CC3)CC2=O)cc1 (stereo not given) returned D1 agonist 0, Vif-APOBEC3F blk -5%, D1 antagonist -8, RXFP1 antagonist -5, RXFP1 agonist -2.6%, D2 PAM -15, D1 PAM -5, Vif-APOBEC3G blk -2% and Glioma ERSR ind -2%.
Screening COc1ccccc1-n1cc(CN2CCN(CC(C)C)C(CCO)C2)cn1 (stereo not given) returned D1 agonist 0, Vif-APOBEC3F blk -10%, D1 antagonist 2, RXFP1 antagonist 10, RXFP1 agonist 0.2%, D2 PAM -12, D1 PAM -6, Vif-APOBEC3G blk -6% and Glioma ERSR ind -4%.
COC(=O)C1CCCN1C(=O)COc1ccc(Br)cc1Cl (stereo not given) was read as D1 agonist 1, Vif-APOBEC3F blk -18%, D1 antagonist -4, RXFP1 antagonist 8, RXFP1 agonist -1.0%, D2 PAM 11, D1 PAM -1, Vif-APOBEC3G blk -3% and Glioma ERSR ind -1%.
`Oc1oc(-c2ccc(Br)cc2)nc1C=Nc1ccc(Br)cn1` gave D1 agonist 4, Vif-APOBEC3F blk -4%, D1 antagonist -13, RXFP1 antagonist -1, RXFP1 agonist -2.2%, D2 PAM -3, D1 PAM -9, Vif-APOBEC3G blk -1% and Glioma ERSR ind 3%.
For O=C(COc1ccc([N+](=O)[O-])cc1Cl)Nn1cnnc1 the results were D1 agonist 4, Vif-APOBEC3F blk 2%, D1 antagonist 3, RXFP1 antagonist 2, RXFP1 agonist -3.0%, D2 PAM 0, D1 PAM 2, Vif-APOBEC3G blk -1% and Glioma ERSR ind -5%.
COC(=O)NNC1=CC(=O)CC(C)(C)C1 was read as D1 agonist 7, Vif-APOBEC3F blk 0%, D1 antagonist 12, RXFP1 antagonist 15, RXFP1 agonist -0.6%, D2 PAM 4, D1 PAM 2, Vif-APOBEC3G blk 3% and Glioma ERSR ind -4%.
For COc1ccc2cc(C3OCCO3)c(Cl)nc2c1 the results were D1 agonist 0, Vif-APOBEC3F blk -7%, D1 antagonist 9, RXFP1 antagonist -18, RXFP1 agonist 1.7%, D2 PAM 4, D1 PAM 0, Vif-APOBEC3G blk 0% and Glioma ERSR ind -1%.
For CS(=O)(=O)c1cccc(C(=O)OCCCC(=O)c2ccccc2)c1 the results were Vif-APOBEC3F blk 2%, RXFP1 antagonist -1, Vif-APOBEC3G blk -1% and Glioma ERSR ind 9%.
